NPYLR7 agonist = agonists of mosquito NPYLR7 receptor, primary screen, cell-based, Aedes aegypti, calcium fluorescence, mosquito biting behavior | Aedes aegypti neuropeptide Y-like receptor 7 (NPYLR7) | HEK293T NPYLR7/Galpha15, GCaMP6s calcium fluorescence | activation, % at 10 µM | 270,000 tested, 0.15% active; in the data active = activation above about 40%;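 note: 0% = vehicle and 100% = reference agonist at the receptor; some compounds past the cut are filed as inactive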
hcGAS lum = Primary biochemical luminescence assay for human cyclic GMP-AMP synthase inhibitors; recombinant h-cGAS, ATP depletion, Kinase-Glo luminescence; inhibition, % at 12.5 µM; Q8N884; 290,000 tested, 0.081% active;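 note: 0% = vehicle reaction and 100% = reaction without DNA for no activity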
Target sequence (Q8N884 whole entry, looked up): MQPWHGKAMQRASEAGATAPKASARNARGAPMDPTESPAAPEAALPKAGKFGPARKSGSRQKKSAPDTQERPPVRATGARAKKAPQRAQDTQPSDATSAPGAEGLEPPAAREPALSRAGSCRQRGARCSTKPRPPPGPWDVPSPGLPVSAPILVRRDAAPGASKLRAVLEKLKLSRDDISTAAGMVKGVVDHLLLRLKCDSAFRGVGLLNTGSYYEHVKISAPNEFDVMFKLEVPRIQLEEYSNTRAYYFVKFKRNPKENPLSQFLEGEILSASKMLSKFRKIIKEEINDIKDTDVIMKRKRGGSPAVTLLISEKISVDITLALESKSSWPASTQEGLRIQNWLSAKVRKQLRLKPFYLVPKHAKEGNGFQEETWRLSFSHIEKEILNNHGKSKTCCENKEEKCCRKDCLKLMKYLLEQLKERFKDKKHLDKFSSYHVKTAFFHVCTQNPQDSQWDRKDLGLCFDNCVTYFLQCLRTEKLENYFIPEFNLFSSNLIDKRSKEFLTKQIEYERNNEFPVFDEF
mcGAS inh = cyclic GMP-AMP synthase inhibitors, mouse, primary biochemical chemiluminescence; 160,000 tested, 0.15% active; recombinant cGAS, Kinase-Glo ATP depletion luminescence; inhibition, % at 12.5 µM;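 note: 0% = negative control wells and 100% = reference inhibitor with no enzyme activity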
Active calls of the source: *; nt = not tested or not shown; & = joins results of further samples. Cut-off read from the data, not from the text of the source, unless noted: active = inhibition above about 40%; inactive = the rest.

SMILES	NPYLR7 agonist	hcGAS lum	mcGAS inh
CCS(=O)(=O)N1CCC[C@@H]1C(=O)NC1CCC(NC(=O)c2ccccc2)CC1 (stereo not given in full)	3	-3	-3
CC(C)NC(=O)CC(c1ccc(C(C)(C)C)cc1)c1c[nH]c2ccccc12 (stereo not given)	3	-1	-5
CCN1CCN(C(c2cccs2)C(C)NC(=O)C(C)C)CC1 (stereo not given)	nt	-10	-5
COc1cc(OC)c(NC(=O)c2c(C)noc2C)cc1Cl	1	-6	nt
CCc1ocnc1-c1nc(C2CCCC2)no1	11	-9	nt
O=C(NC1CCN(c2ccccc2C(=O)NCc2ccc(F)cc2)CC1)c1ccc(Cl)cc1Cl	-7	2	-2
Cc1cccc(Oc2c(CN(CC(O)CN3CCOCC3)C3CC3)c(C)nn2-c2ccccc2)c1 (stereo not given)	-12	-4	-4
CCC(C)c1ccc(-n2c(-c3c[nH]c4ccc(F)cc34)nc3ccccc3c2=O)cc1 (stereo not given)	-1	-2	-10
CCOC(=O)c1ccccc1NC(=O)c1sc(NC(=O)C2CC2)c(C(=O)OCC)c1C	-9	-5	-4
CCN(CC)c1ncccc1CNC(=O)C(C)n1ccnc1C (stereo not given)	2	-2	-14
O=C(CSc1ncnc2sc3c(c12)CCCC3)Nc1ccccc1Br	-5	-1	-1
O=C(Cn1c(-c2ccncc2)nc2ccccc21)Nc1nc2ccccc2s1	-4	-2	-8
Cc1ccsc1[C@@H]1CCN(C(=O)Cn2cc(C)c(=O)[nH]c2=O)C[C@H]1O	13	-4	nt
CCSc1nc2c(c(=O)n1CCc1ccccc1)SCC2	3	-5	-8
CC(C)NC(=O)c1cc2cc([N+](=O)[O-])ccc2s1	-5	4	nt
CC(C)c1ccc(C(=O)N2CCCn3cncc3C2)cc1	1	-3	nt
CC(C)(CCl)C(=O)N1C(=O)C(C)(C)CSc2ccccc21	-2	-1	nt
NNC(=O)CSc1nnc(-c2ccc(Br)cc2)n1-c1ccccc1	-5	-6	-6
Cc1cccc(-c2noc(N3CCOCC3)c2CN(CCN(C)C)C(=O)c2cccc(F)c2)c1	7	-7	-3
CN(C)C(CNc1ccc(S(=O)(=O)C(F)F)cc1)c1ccsc1 (stereo not given)	0	-7	nt
Cc1c(C)n2c3c(=O)n(C)c(=O)n(C)c3nc2n1CC(=O)c1ccc(Cl)cc1	-3	0	nt
NC(=O)c1ccsc1NC(=O)CN1CCCc2ccccc21	-11	0	nt
O=C(CCc1nnc(CCCc2ccccc2)o1)N1CCc2ccccc2C1	19	-7	nt
CC(c1ccccc1)N(Cc1nc(C(=O)N2CCCC2)co1)Cc1ccc(Cl)cc1Cl (stereo not given)	14	-1	-6
COc1ccc(-c2c[nH]n(-c3ccccc3)c2=O)cc1	-8	-11	nt
CCN(CC)C(=O)Oc1ccc2c(ccn2Cc2cc(F)ccc2Br)c1-c1cc(F)cc(F)c1	-14	2	0
Cc1cccc2c1C(=O)NC1(CCN(S(=O)(=O)c3cccc(C(F)(F)F)c3)CC1)N2	1	-9	-4
CC(C)c1onc(C(=O)N2CCCCC2C)c1[N+](=O)[O-] (stereo not given)	9	4	2
Cc1ccc(CN(C)C(=O)C2CCN(S(=O)(=O)c3ccc4c(c3)OCCO4)CC2)c(C)c1	-3	0	-6
COc1cc(NC(=O)NC(Cc2ccccc2)C(=O)Nc2nnc(-c3cccc(OC)c3)s2)cc(OC)c1 (stereo not given)	4	-6	-3
Cc1cccc(C(=O)N2C(C(=O)NCc3ccccn3)COC23CCN(C(=O)Cc2ccccc2)CC3)c1 (stereo not given)	-1	-2	-5
Nc1cc(Cl)nc(C(F)(F)F)n1	-4	-7	nt
Cn1cc(-c2csc(C(O)c3ccccc3)n2)cn1 (stereo not given)	7	-11	nt
CCc1nc(C)nc(N2CCN(C(=O)NC(C)C)CC2)c1Cc1c(F)cccc1Cl	7	0	-4
C=CCN(Cc1ccc(F)cc1)C(=O)COC(C)C	-4	-4	-16
O=C1CC(c2ccccc2)CC2=Nc3ccccc3NC(c3cccnc3)C12 (stereo not given)	-8	-1	-5
COc1cc(CN2CCCC(OCc3cccnc3)C2)cc(Cl)c1O (stereo not given)	8	-2	nt
CN(C)S(=O)(=O)c1ccc(C(=O)N(Cc2cccnc2)c2nc3ccc(Cl)cc3s2)cc1	-9	-1	-6
CC(=O)NCc1ccc(C(=O)C(C)OC(=O)c2ccc[nH]2)s1 (stereo not given)	3	-1	nt
COc1ccc(/C=C2\C=C(c3ccccc3)N(c3cccc(C(=O)O)c3)C2=O)cc1Br	-1	-6	-2
Cc1ccc(N2CCCN(Cc3cc(F)ccc3Cl)C2=O)c(NC(=O)C2CC2)c1	nt	3	1
CCOC(=O)CCNC(=O)NCc1nnnn1-c1ccc(F)cc1	5	-15	nt
Cc1nc(C(C)NC(=O)CCC(=O)Nc2ccc(F)c(Cl)c2)n[nH]1 (stereo not given)	13	-5	-17
O=C(CSc1ccc(-c2ccncc2)nn1)c1ccccc1	-19	-2	-2
O=C(NC1CCN(Cc2ccccc2)CC1)c1cncn1-c1ccc(-c2cc(C(F)(F)F)cc(C(F)(F)F)c2)cc1	0	-9	-5

By substructure: those above containing an aryl methoxy group (5)
SMILES	NPYLR7 agonist	hcGAS lum	mcGAS inh
COc1cc(OC)c(NC(=O)c2c(C)noc2C)cc1Cl	1	-6	nt
COc1ccc(-c2c[nH]n(-c3ccccc3)c2=O)cc1	-8	-11	nt
COc1cc(NC(=O)NC(Cc2ccccc2)C(=O)Nc2nnc(-c3cccc(OC)c3)s2)cc(OC)c1 (stereo not given)	4	-6	-3
COc1cc(CN2CCCC(OCc3cccnc3)C2)cc(Cl)c1O (stereo not given)	8	-2	nt
COc1ccc(/C=C2\C=C(c3ccccc3)N(c3cccc(C(=O)O)c3)C2=O)cc1Br	-1	-6	-2

Later entries.
SMILES	NPYLR7 agonist	hcGAS lum	mcGAS inh
Cc1ccccc1C1CCN(CCNC(=O)c2cn(-c3ccccc3)nn2)C1 (stereo not given)	-5	-3	nt
CCCc1nc(C)sc1C(=O)NCCCc1ccccc1	-3	-1	0
O=C(Nc1cccc(Cl)c1Cl)c1cc2nc(-c3ccc(F)cc3)cc(C(F)(F)F)n2n1	-2	-8	-7
CCCc1nc(N2CCN(C(=O)Nc3ccc(Cl)cc3Cl)CC2)c2c(-c3ccccc3)noc2n1	14	-3	-5
CCc1ccc(-c2c(-c3ccccc3)ncn2Cc2nnc(C)o2)nc1	1	-2	-9
CCOC(=O)C1CCN(C(=O)c2ccc(Oc3nc(Cc4cccc(OC)c4)ns3)c(OC)c2)CC1	nt	-9	-5
Cc1cccc(C(=O)N2N=C(c3ccncc3)CC2(O)C(F)(F)F)c1O (stereo not given)	-8	3	nt
CC(=O)NC(C)c1ccc(-c2ccccc2C)cc1 (stereo not given)	0	-5	nt
CCOc1ccc(C(=O)Nc2cc(-c3nc4ccc(C)cc4o3)ccc2C)cc1	4	-6	-5
Cc1cccc(NC(=O)CNC(=O)CN(C(=O)c2ccc(Br)cc2)C2CC2)c1	10	-7	-7
C/C(=C\c1ccccc1)CNc1ccc(N2CCN(C)CC2)nc1	9	-11	-8
CC(C)(C)NC1=N[C@@H]2CCCC[C@H]2NC12CCCCC2	nt	-3	-5
CCOC(=O)c1c(N)sc(C)c1C	3	-3	-4
COc1ccc(-c2nc(N(C)C)nc(C)c2C)cn1	24	-5	-16
N#CCSc1nc2sc3c(c2c(=O)n1-c1ccc(Cl)cc1)CCC3	3	2	-1
CCN1CCN(c2nc3c(c(=O)n(C)c(=O)n3C)n2CCSc2nnc(C)s2)CC1	1	-5	nt
COc1ccc(CCNC(=O)c2cc(-c3ccc(C)s3)nc3ccccc23)cc1	-5	15	-5
Cc1c(C(=O)N2CCN(C(=O)c3cc(C(F)(F)F)cc(C(F)(F)F)c3)CC2)cc(-c2ccc(F)cc2)n1-c1ccccc1	0	-12	-3
COc1cc(C(=O)Nc2oc3ccccc3c(=O)c2-c2cccc(C)c2)cc(OC)c1OC	2	-2	nt
CCOCCCn1c(SCc2ccc(-c3csnn3)cc2)nc2cc(C(=O)OCC)ccc21	6	-9	-7
COc1ccc(-c2cc3ccc4c(c3oc2=O)CN(C2CC2)CO4)cc1	14	-3	-10
CN1CCN(C(=O)/C=C/c2c[nH]c3ccccc23)CC1	0	-4	-7
O=C(NCc1cc(Cl)c2c(c1)OCCCO2)c1cncn1-c1ccc(F)cc1	3	4	nt
COc1ccc(CC(=O)Nc2ncc(C(N)=O)s2)cc1	8	-5	nt
CSc1n[nH]c(NCc2cccs2)n1	0	-7	nt
COc1cc(OC)cc(C(=O)Nc2ccc(N3CCCCC3)c(C(=O)NCCc3ccccc3)c2)c1	-1	-8	-5
Cc1ccsc1C(CNC(=O)c1ccc2[nH]c(=O)[nH]c2c1)N(C)C (stereo not given)	4	-6	nt
O=C(NCc1ccco1)C(C1CCCC1)N1CCN(C(=O)c2cccc(F)c2)CC1 (stereo not given)	-6	-6	-5
O=C(N/N=C\c1cccs1)c1cc(C2CC2)nc2ccc(Br)cc12	6	-1	nt
CNc1ccc(Cl)cc1C(=O)NCCN(C)S(C)(=O)=O	-3	-2	nt

Profiles as entered above:
COc1ccc(-c2cc3ccc4c(c3oc2=O)CN(C2CC2)CO4)cc1 in the list: NPYLR7 agonist = 14; hcGAS lum = -3; mcGAS inh = -10
O=C(NCc1ccco1)C(C1CCCC1)N1CCN(C(=O)c2cccc(F)c2)CC1 (stereo not given) in the list: NPYLR7 agonist = -6; hcGAS lum = -6; mcGAS inh = -5
CCN1CCN(c2nc3c(c(=O)n(C)c(=O)n3C)n2CCSc2nnc(C)s2)CC1 in the list: NPYLR7 agonist = 1; hcGAS lum = -5; mcGAS inh = nt

Following part.
SMILES	NPYLR7 agonist	hcGAS lum	mcGAS inh
N#Cc1cnn(-c2ncnc3sc4c(c23)CCC4)c1N	-6	-10	nt
O=S(=O)(Cc1ccc(F)cc1)Nc1ccc2c(c1)CN(S(=O)(=O)c1ccccc1)CC2	9	-8	nt
CC(=O)c1cccc(S(=O)(=O)N2CCN(CN3C(=O)CC4(CCCC4)C3=O)CC2)c1	3	2	nt
COCCN(Cc1cc(NC(=O)c2ccccc2Cl)ccc1N(C)C)C(=O)c1cccs1	0	2	-3
CN(CC(=O)Nc1cccc(N2CCCC2)c1)c1ccc(Cl)cn1	3	-7	nt
Cn1c(N)nnc1SCc1cnn(-c2ccccc2)n1	-1	5	3
CN(Cc1ncnn1C)C(=O)NCC1(c2ccc(F)cc2)CCCC1	4	0&-4	nt
CC(CNS(=O)(=O)N1CCCCCC1)CN1CCCCC1 (stereo not given)	7	-7	nt
O=C(CCCCC(=O)Nc1c(I)cc(I)c(C(=O)O)c1I)Nc1c(I)cc(I)c(C(=O)O)c1I	-2	-4	-6
C[C@@H](NC(=O)OC(C)(C)C)C(=O)Nc1cn(C)nc1-c1ccncc1	1	-5	-10
O=C(N/N=C\c1cccc(Br)c1)c1cc(-c2cccc([N+](=O)[O-])c2)n[nH]1	2	4	3
COc1ccc(CN(C(=O)C2CCC2)C2CC2)cc1OS(=O)(=O)c1ccc(NC(C)=O)cc1	14	-7	-6
Clc1ccc(-c2nnc(-c3ccncc3)o2)c(Cl)c1	5	5	-1
CCCc1cc(NC(C)CC)n2nc3nc(C)cc(C)c3c2n1 (stereo not given)	-1	6	1
CN1CCC2(CC1)CN(C(=O)[C@H](N)Cc1ccccc1)CCN2C	-5	-5	-17
CC(C)OCCS(=O)(=O)N1CCC(c2ccccc2F)C1 (stereo not given)	1	-17	nt
CCOc1ccc(C2NC(=O)NC(C)=C2C(=O)OCCSCC)cc1 (stereo not given)	2	2	1
OCC1(O)CCCN(Cc2csc(C34CC5CC(CC(C5)C3)C4)n2)C1 (stereo not given)	nt	5	0
COc1cccc(-c2nn(CN3CCCC3c3ccccc3)c(=S)n2C)c1 (stereo not given)	12	-6	-7
Cc1nc(C(=O)N2CCCC2c2ccccc2C)cs1 (stereo not given)	nt	-6	-13
O=C(c1cc2c(s1)CCC2)N1CCN(c2ccccc2O)CC1	0	-8	-6
COc1ccc(Cl)cc1C(=O)Nc1cc(-c2cccs2)nn1-c1nc(C)cc(=O)[nH]1	1	-7	nt
Cc1cc(=O)n2c(-c3cccc(NC(=O)Nc4cccc(F)c4)c3)csc2n1	-1	3	-3
CCNC(=O)N[C@H]1CC[C@]2(C)CCC([C@H](C)C(=O)NCc3ccccc3OC)[C@H](O)[C@H]2[C@@H]1C (stereo not given in full)	-8	-7	-7
O=C1CCCN1Cc1nnc(SC/C=C/c2ccccc2)o1	-1	-4	nt
O=S(=O)(c1ccc2c(c1)nc(SCc1ccccc1Br)n2CC1CCCO1)N1CCOCC1 (stereo not given)	21	-4	-7
CCc1c(C(=O)OC)sc2nc(CN(Cc3ccco3)CC(O)Cc3ccccc3)[nH]c(=O)c12 (stereo not given)	-6	0	0
N#CC(c1nc2ccccc2nc1OCCO)S(=O)(=O)c1ccccc1 (stereo not given)	9	-1	nt
COc1cc2c3c(c1OC)C1(C=CC(=NNC(N)=S)C=C1)CC3N(C(C)=O)CC2 (stereo not given)	-8	4	nt
COc1ccccc1N1CCN(C(=O)CSc2nc3c(-c4ccccc4)c[nH]c3c(=O)n2C)CC1	-1	-5	-8
CCc1ccc(-n2c(C(CC)N(CCc3ccc(OC)c(OC)c3)C(=O)c3ccc(Br)cc3)nc3ccccc3c2=O)cc1 (stereo not given)	-2	-2	-5
